High-throughput results as filed in PubChem BioAssay.
OX1R antag: blocks the human orexin 1 receptor | OX1R-expressing cells, FRET antagonist read-out | 1.8% of 330,000 active | inhibition, % at 6.6 µM; in the data active = inhibition mostly above about 38%, no sharp cut-off; inactive = mostly below about 40%;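 also: 0% = agonist challenge alone and 100% = reference antagonist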
Target sequence (O43613 whole entry, looked up): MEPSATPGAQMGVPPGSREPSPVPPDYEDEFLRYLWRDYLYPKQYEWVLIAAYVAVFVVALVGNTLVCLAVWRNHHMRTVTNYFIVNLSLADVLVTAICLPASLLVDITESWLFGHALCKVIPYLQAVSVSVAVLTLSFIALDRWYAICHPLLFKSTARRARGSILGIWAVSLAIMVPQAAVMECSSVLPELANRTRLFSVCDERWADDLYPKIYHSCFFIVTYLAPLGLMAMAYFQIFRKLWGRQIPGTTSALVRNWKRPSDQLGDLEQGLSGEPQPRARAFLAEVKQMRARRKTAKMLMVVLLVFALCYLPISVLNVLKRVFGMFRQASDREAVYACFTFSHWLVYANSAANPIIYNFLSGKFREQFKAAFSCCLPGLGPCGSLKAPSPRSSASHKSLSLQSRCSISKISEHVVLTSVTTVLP
STK33 inh: human STK33 kinase inhibition; inhibition, % at 10 µM; Q9BYT3; purified STK33, MBP phosphorylation, ADP-Glo luminescence; AID 2661; 0.073% of 320,000 active;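 active = inhibition at or above 25%, using the most active replicate where run in duplicate; inactive = inhibition below 25%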
Target sequence (Q9BYT3 whole entry, looked up): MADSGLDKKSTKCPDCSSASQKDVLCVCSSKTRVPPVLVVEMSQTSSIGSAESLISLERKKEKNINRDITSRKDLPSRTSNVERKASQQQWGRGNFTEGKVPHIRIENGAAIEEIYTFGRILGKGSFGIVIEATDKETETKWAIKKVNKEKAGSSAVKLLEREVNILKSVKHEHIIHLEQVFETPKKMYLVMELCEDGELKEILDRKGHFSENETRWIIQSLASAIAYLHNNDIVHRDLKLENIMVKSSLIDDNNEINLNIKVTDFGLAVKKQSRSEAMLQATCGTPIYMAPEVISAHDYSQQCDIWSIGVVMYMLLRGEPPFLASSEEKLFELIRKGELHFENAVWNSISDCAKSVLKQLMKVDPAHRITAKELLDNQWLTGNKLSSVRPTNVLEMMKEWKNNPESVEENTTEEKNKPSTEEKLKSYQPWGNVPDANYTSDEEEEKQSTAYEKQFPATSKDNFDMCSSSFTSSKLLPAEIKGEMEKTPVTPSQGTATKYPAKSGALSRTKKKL
KCNQ2 block: KCNQ2 potassium channel inhibitors, primary screen, cell-based, CHO-K1, FluxOR thallium flux, B-score (AID 2156); B-score at 10 µM; 1.1% of 310,000 active; 20 min; stronger effect = lower value; O88943;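 active = fluorescence ratio B-score at most minus 3 library SDs, with starting brightness B-score within 2 library SDs, cut at about -5.5 in these data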
* hit, by the source's call; i = inactive; . = not tested or not shown.

SMILES	OX1R antag	STK33 inh	KCNQ2 block
Cc1cc(C(C)(C)C)cc(C)c1CC1=NCCN1	6	-0.7	i
COCCNC(=O)c1cn(C)c(=O)c2cc(OC)c(OC)cc12	8	0.0	i
CCOc1cc(C(=O)NCc2ccc3c(c2)OCO3)cc(OCC)c1OCC	7	-1.3	i
COc1ccccc1OCCNC(=O)c1cccc(S(=O)(=O)N2CCN(Cc3ccccc3)CC2)c1	5	-0.5	.
O=C1c2cccc3cccc(c23)C(=O)N1CCN1CCN(CC(O)COc2ccccc2)CC1 (stereo not given)	45	3.0	i
CCN1C(=O)C(NC(C)=O)c2cc(OC)ccc21 (stereo not given)	12	-0.4	i
Cc1ccc2c(c1)N(C(=O)CCC(=O)NC1CCCCCC1)CCO2	27	-1.9	i
CC1(C)CC(=O)C=C(c2cccc(Cl)c2O)C1	0	0.0	.
CCOc1ccc(CCNC(=O)CCNC(=O)c2ccccc2Cl)cc1OCC	39	-0.6	i
CC(C)(C)c1cc(C(=S)N2CCCC2)cc(C(C)(C)C)c1O	.	-0.2	i
CC(C)n1c2ccccc2c2nc3ccccc3nc21	59	0.0	i
Cn1c(C(=O)N2CCN(c3nc4ccccc4s3)CC2)cc2sccc21	23	-0.8	i
CCCC(=O)Nc1ccc(NC(=O)c2ccco2)cn1	15	0.4	i
O=C1CSC(c2cn(-c3ccccc3)nc2-c2cc3ccccc3o2)N1Cc1ccccc1 (stereo not given)	8	3.2	i
COc1cccc(/C(O)=C2/C(=O)C(=O)N(CCN3CCOCC3)C2c2cccnc2)c1 (stereo not given)	29	-1.0	i
C=CCOc1cccc(C(=O)N2CCC(CCC(=O)NC3CC3)CC2)c1	6	-1.1	i
COCC(=O)N1CCCc2ccccc21	6	0.7	i
COC(=O)C1=C(C)N(CCc2c[nH]c3ccccc23)C(=O)C1	5	-3.9	i
CCCCN(C(=O)c1ccncc1)c1c(N)n(CCC)c(=O)[nH]c1=O	6	-0.9	.
C#CCOC(=O)C[N+](C)(C)C/C=C/c1ccccc1	2	-15	i
CSc1nc(C)nc2c1c(=O)n(C)c(=O)n2C	11	-0.1	i
O=C(N1CCOCC1)N1CCN(S(=O)(=O)N2CCOCC2)CC1	31	-1.9	i
COC(=O)c1ccc(CNC(=O)CCC(=O)N2CCOCC2)cc1	7	-1.5	.
O=C(Cc1ccccc1)Nc1nnc(-c2ccco2)o1	17	-1.2	i
O=C(CCNC(=O)N1CC(=O)Nc2ccccc21)NCc1cccc(Cl)c1	2	-0.4	i
Cc1csc(NC(=O)CSc2nnc(CCNC(=O)c3ccc(Cl)c(Cl)c3)n2C)n1	31	0.1	i
Cc1ccc(-n2nc(C)c3c(C)c(CCC(=O)NCc4ccco4)c(C)nc32)cc1	15	-0.4	i
COc1ccccc1NC(=O)Nc1ccc(C(N)=O)cc1	21	2.8	i
CCCNC(=O)c1cc(S(=O)(=O)N2CCc3ccccc32)cn1C	14	-1.2	i
O=C1CC(C(F)(F)C(F)(F)C(F)(F)F)=Nc2ccccc2N1	22	-0.7	i
CCC(=O)NCCCc1nc2ccccc2n1Cc1ccccc1F	18	0.6	i
CCN1CCN(S(=O)(=O)c2ccc3ccccc3c2)CC1	6	.	i
CCN(CC)C(=O)C(=O)Nc1cccc(Br)c1	8	-0.4	i
O=C(Oc1ccc(C(=S)N2CCOCC2)cc1)c1ccccc1	11	0.8	i
Cc1ccc(/C=N/NC(=O)c2nnn(-c3nonc3N)c2CNc2ccccc2)cc1	21	-1.0	i
Cc1ccc(NC(=O)COC(=O)Cn2cnc3c2c(=O)n(C)c(=O)n3C)cc1	1	-0.8	.
COc1ccc(N(C(=O)CCl)C(C(=O)NCCc2ccccc2)c2cccs2)cc1Cl (stereo not given)	22	0.8	i
O=C(O)C1CCCCC1C(=O)Nc1cccc(Cl)c1Cl (stereo not given)	5	-0.2	i
Clc1ccc(-c2ccc(SCc3ccccn3)nn2)cc1	5	0.4	.
COc1ccc(CNC(=O)CCNS(=O)(=O)c2cccc3nsnc23)cc1	46	-1.6	i
CCOC(=O)C1(CCCc2ccccc2)CCN(S(C)(=O)=O)CC1	20	0.6	i
CC(C)Oc1ccc(C(CCN)C2CCCCC2)cc1 (stereo not given)	-5	-0.9	i
Cc1sc2ncnc(NCCCO)c2c1C	22	3.2	i
COc1ccc(CNC(=O)COC(=O)c2ccc3ccccc3n2)cc1	7	1.3	.
Cc1ccc(N(C(=O)c2ccc(S(=O)(=O)N(C)C)cc2)C2C=CS(=O)(=O)C2)cc1 (stereo not given)	15	1.7	i
O=[N+]([O-])c1ccc(C[n+]2cc(-c3ccc(Cl)c(Cl)c3)n3c2CCCCC3)cc1	15	0.7	i
CCOC(=O)/C(C#N)=C\c1ccc2c(c1)OCO2	18	-0.1	i
COCCOC(=O)C1=C(C)NC2=C(C(=O)CC(C)(C)C2)C1c1cc2c(cc1Br)OCO2 (stereo not given)	12	-0.4	i
Cc1ccc(S(=O)(=O)NCc2nc3ccccc3[nH]2)cc1	20	0.7	i
CC(=O)Cn1cnc2scc(-c3ccc(C)c(C)c3)c2c1=O	19	-1.7	i

Exported with two lines to a compound: 6 of the compounds above.
Screens in order – OX1R antag | STK33 inh | KCNQ2 block
CCOC(=O)/C(C#N)=C\c1ccc2c(c1)OCO2
    18 | -0.1 | i
CCOC(=O)C1(CCCc2ccccc2)CCN(S(C)(=O)=O)CC1
    20 | 0.6 | i
COc1ccc(CNC(=O)COC(=O)c2ccc3ccccc3n2)cc1
    7 | 1.3 | .
COCCOC(=O)C1=C(C)NC2=C(C(=O)CC(C)(C)C2)C1c1cc2c(cc1Br)OCO2 (stereo not given)
    12 | -0.4 | i
CC(C)Oc1ccc(C(CCN)C2CCCCC2)cc1 (stereo not given)
    -5 | -0.9 | i
O=[N+]([O-])c1ccc(C[n+]2cc(-c3ccc(Cl)c(Cl)c3)n3c2CCCCC3)cc1
    15 | 0.7 | i

Remaining list, next part.
SMILES	OX1R antag	STK33 inh	KCNQ2 block
COc1cc2c(cc1OC)C1(NCC2)C(=O)Nc2ccccc21 (stereo not given)	6	-0.9	i
Nn1c(SCC(=O)Nc2ccc(F)c(F)c2)nnc1C1CCCCC1	11	-1.5	i
Cc1cccc(C)c1OCC1CNC(=O)O1 (stereo not given)	8	-1.9	i
CNC(=O)c1c(NC(=O)CCS(=O)(=O)c2ccc(F)cc2)sc(C)c1C	17	.	i
O=C(Nc1cccc(C(F)(F)F)c1)C1(c2ccccc2)CC1	17	-1.4	i
COc1cc(OC)c(NC(=O)Cn2cccc2)cc1Cl	-1	0.9	i
CCc1cc2c(=O)[nH]c(-c3ccncc3)nc2s1	25	-0.2	i
CN1CCN(C(=O)C2CCC(=O)N(Cc3cccc(C(F)(F)F)c3)C2)CC1 (stereo not given)	9	-4.1	i
CCN1CCN(c2nc(Nc3ccc(C)c(C)c3)nc(N)c2[N+](=O)[O-])CC1	12	3.6	i
O=C(CCc1nc2ccccc2c(=O)[nH]1)OCc1nnc(-c2ccccc2)o1	4	0.3	i
O=c1[nH]c2ccccc2cc1-c1noc(-c2cccnc2)n1	29	-0.2	i
C=CCSc1ncccc1C(=O)NCCc1ccc(Cl)cc1	7	-2.1	i
N/C(=N\NS(=O)(=O)c1ccccc1C(F)(F)F)c1ccccn1	3	-0.8	i
CCc1nnc(NC(=O)c2ccc(-c3cccc(C(F)(F)F)c3)o2)s1	-1	-0.9	i
CSCc1ccc(C(=O)NCc2ccc(C)cc2)cc1	11	-1.3	i
Cn1ccnc1SCC(=O)c1c(N)n(C)c(=O)n(C)c1=O	10	-1.3	.
Cn1cnnc1SCC(=O)Nc1ccc(Br)cc1F	4	-0.1	i
Cc1nnc(SCc2nc3ccccc3s2)n1N	11	-0.7	i
Cc1cccc(NC(=O)Nc2ccc(Br)cc2)n1	12	-0.9	i
O=C(COC(=O)c1cccnc1Cl)NC(=O)NC1CCCCC1	1	-0.4	.
Nc1c(C=C2C=CC(=O)C=C2)c(=O)nc2sc(CC(=O)N3CCCCC3)nn12	-1	0.3	i
O=C(CN1CCC(NC(=O)c2ccco2)CC1)Nc1ccccc1[N+](=O)[O-]	45	1.5	i
C/[N+]([O-])=C\C1C(=O)CC(C)(C)CC1=O	24	-1.3	i
CCOC(=O)c1c(NC(=O)Cn2cnc([N+](=O)[O-])n2)sc(C)c1C	7	-0.9	i
Cc1nc(C(F)(F)F)c(C(=O)O)cc1-c1nc(-c2ccccc2)cs1	5	0.0	i
CCOC(=O)/C=C/[C@H]1CCc2cccc(Cl)c2O1	9	0.3	.
FC(F)(F)c1cccnc1-n1cncn1	7	-1.2	i
O=S(=O)(CCc1ccncc1)c1ccc(Cl)cc1	9	0.7	i
COc1cc(/C=N/N=C(N)N)ccc1OCc1ccc(Cl)cc1	7	1.7	-9.4*
COC(=O)Cc1cc(=O)n2[nH]cnc2n1	10	-2.3	i
CC1CCN(C(=O)C(Cc2ccccc2)NS(=O)(=O)c2ccc3c(c2)oc(=O)n3C)CC1 (stereo not given)	14	0.0	.
Cc1ccc(NC(=O)c2cc(-c3cccc(O)c3)on2)cc1C	38*	1.4	i
COc1ccccc1N1CCN(S(=O)(=O)c2ccc(Cl)cc2)CC1	5	1.0	i
CC1Cc2cc(/C(O)=C3\C(=O)C(=O)N(Cc4cccnc4)C3c3ccccc3F)ccc2O1 (stereo not given)	3	-0.2	i
COCc1c(C(=O)OC)nnn1-c1ccccc1	4	-0.9	i
COc1ccc(OC)c(C2=NNC(=NCc3ccc4c(c3)OCO4)SC2)c1	4	-0.1	i
O=C(Nc1ccc(F)cc1F)NC1CC1	17	-1.7	i
COc1ccc(S(=O)(=O)n2nc(C)cc2C)cc1OC	12	-1.1	i
Cc1ccc(-n2ncc3c(NCc4ccc5c(c4)OCO5)ncnc32)c(C)c1	8	-1.1	i
O=S(=O)(NCC(c1cccnc1)N1CCN(c2ccc(F)cc2)CC1)c1cc(F)ccc1F (stereo not given)	9	-1.1	i
CCOC(=O)C(=CNc1cccc(C)c1C)C(=O)OCC	1	-1.3	i
CN1CCN(C2CCN(c3ccc(Nc4nnc(Cl)c(Nc5ccccc5S(C)(=O)=O)n4)c(OC(CF)CF)c3)CC2)CC1	19	15	.
CCc1ccccc1N(C)S(=O)(=O)c1ccc2[nH]cc(C(=O)N3CCc4ccccc43)c(=O)c2c1	3	0.0	i
CC(C)CNC(=S)NC(=O)c1csc([N+](=O)[O-])c1	15	2.9	i
CC(OC(=O)CCN=C1NS(=O)(=O)c2ccccc21)C(=O)N(C)C1CCCCC1 (stereo not given)	6	.	i
N/C(=N\c1nc2ccccc2o1)NC(=O)c1cccc(Br)c1	9	0.4	i
COC(=O)Cn1c(CCS(=O)(=O)c2ccc(C)cc2)nc2ccccc21	9	-0.4	i
CSc1ccc(S(=O)(=O)NC2CCCCCC2)cc1	7	-0.5	i
Cc1ccc(S(=O)(=O)N2CCOC2CNC(=O)C(=O)NCc2ccccc2)cc1 (stereo not given)	-9	-0.2	i
Cn1c(/C=C/c2ccc(Cl)cc2)c([N+](=O)[O-])c(=O)n(C)c1=O	7	-0.5	i
More structures:
SMILES	OX1R antag	STK33 inh	KCNQ2 block
COC(=O)C1=CN(Cc2ccc(F)cc2)C=C(C(=O)OC)C1c1cc(OC)c(OC)c(OC)c1	15	0.3	i
CC1=NN(c2nc(-c3ccc(C)cc3)cs2)C(=O)C1N=Nc1cccc(C)c1 (stereo not given)	28	-2.2	i
Nc1cc(=O)[nH]c(SCC(=O)NC2CCCc3ccccc32)n1 (stereo not given)	13	0.2	i
Cc1c(N/C=C/C(=O)c2cccs2)c(=O)n(-c2ccccc2)n1C	20	-1.8	i
CCN(CC(=O)Nc1c(F)cccc1F)C(=O)c1ccc(Cl)c(S(=O)(=O)N2CCCC2)c1	12	-0.6	i
O=C(CSc1ncnc2sc3c(c12)CCC3)Nc1ccccc1C(=O)O	17	-1.2	i
Cc1cc(C(=O)NCC(c2ccco2)N(C)C)ccc1[N+](=O)[O-] (stereo not given)	14	0.2	i
CCOC(=O)C1(Cc2cccc(F)c2)CCN(Cc2ccon2)CC1	6	-1.3	i
CCOC(=O)c1c(C)[nH]c(C)c1C(=O)CSc1nc(N)cc(N)n1	16	-0.5	i
O=S(=O)(NCCc1ccccn1)c1cc(Cl)cc(Cl)c1O	7	-0.6	.

Part of the list above, reduced to KCNQ2 block and STK33 inh.
SMILES | KCNQ2 block | STK33 inh
Cc1c(N/C=C/C(=O)c2cccs2)c(=O)n(-c2ccccc2)n1C | i | -1.8
Cc1cc(C(=O)NCC(c2ccco2)N(C)C)ccc1[N+](=O)[O-] (stereo not given) | i | 0.2
CCN(CC(=O)Nc1c(F)cccc1F)C(=O)c1ccc(Cl)c(S(=O)(=O)N2CCCC2)c1 | i | -0.6
COC(=O)C1=CN(Cc2ccc(F)cc2)C=C(C(=O)OC)C1c1cc(OC)c(OC)c(OC)c1 | i | 0.3

(list continues)
SMILES	OX1R antag	STK33 inh	KCNQ2 block
S=c1nc(C2CC2)n(-c2ccccc2)[nH]1	6	-0.6	i
COc1ccccc1OC(=O)c1ccc2nsnc2c1	22	-0.4	i
Cc1nnc(NCCc2ccccc2)n(N)c1=O	10	-0.1	i
Cn1c(CN2CCCCC2)nc2cc(NC(=O)c3ccc(Cl)cc3)ccc21	10	1.7	i
COc1ccc(NC(=O)COC(=O)CCCC2=NS(=O)(=O)c3ccccc3N2)cc1Cl	-7	-0.4	i
CCC(C)C(NC(=O)C(N)CC(C)C)C(=O)NC(CCC(=O)OCc1ccccc1)C(N)=O (stereo not given)	-7	-2.0	i
O=C(OCC(=O)N1CCN(C(=O)c2ccco2)CC1)c1cc(-c2ccc(F)cc2)nc2ccccc12	9	-0.7	i
CC(C)C(NC(=O)c1ccc(Cl)cc1)C(=O)NC1=NCCS1 (stereo not given)	4	-0.1	i
COC(=O)[C@@]12CCCCN1[C@H](c1ccc(-c3ccc(C(C)=O)cc3)cc1)[C@H]1C(=O)N(C)C(=O)[C@H]12	20	0.9	i
